From PubChem BioAssay
OPRM1-OPRD1 inv – inverse agonists of human mu-delta opioid receptor heterodimerization; 340,000 compounds, 0.21% hits; AID 504357; P35372+P41143; cell-based MOR-DOR heterodimer luminescence, inverse agonism; inhibition, % at 9.3 µM; in the data active = inhibition above about 22%, passing the limit was not always enough;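 also: 0% = cells with DMSO and 100% = wells without cells with DMSO; values of inactives mirror those of a sister screen read the other way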
Target sequence (P35372 whole entry, looked up): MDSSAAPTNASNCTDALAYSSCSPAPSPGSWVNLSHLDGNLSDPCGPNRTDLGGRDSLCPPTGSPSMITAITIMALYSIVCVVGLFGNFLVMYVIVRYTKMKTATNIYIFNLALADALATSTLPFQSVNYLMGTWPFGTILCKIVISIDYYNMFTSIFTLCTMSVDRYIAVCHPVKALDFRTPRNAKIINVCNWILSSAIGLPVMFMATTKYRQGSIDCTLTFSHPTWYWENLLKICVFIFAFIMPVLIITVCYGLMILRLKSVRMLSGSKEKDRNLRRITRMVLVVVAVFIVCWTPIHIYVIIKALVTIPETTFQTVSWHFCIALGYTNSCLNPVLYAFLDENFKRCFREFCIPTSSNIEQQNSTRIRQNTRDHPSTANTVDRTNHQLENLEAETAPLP
Target sequence (P41143 whole entry, looked up): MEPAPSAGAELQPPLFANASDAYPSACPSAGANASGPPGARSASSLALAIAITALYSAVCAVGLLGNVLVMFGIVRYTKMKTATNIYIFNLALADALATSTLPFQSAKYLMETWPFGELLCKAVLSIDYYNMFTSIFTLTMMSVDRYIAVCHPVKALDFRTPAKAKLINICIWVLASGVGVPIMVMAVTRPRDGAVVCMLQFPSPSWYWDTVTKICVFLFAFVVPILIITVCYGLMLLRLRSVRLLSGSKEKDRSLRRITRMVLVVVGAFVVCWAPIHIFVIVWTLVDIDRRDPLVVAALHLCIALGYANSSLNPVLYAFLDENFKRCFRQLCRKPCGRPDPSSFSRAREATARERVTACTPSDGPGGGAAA
PKA-R1A activ – activates the PKA-R1A holoenzyme complex; PKA-R1A dissociation, Cy5-IP20 fluorescence polarization; scaled: DMSO 0%, 113 µM cGMP 100%; P00514+P68181; AID 504707; activation, % at 11.4 µM; 340,000 compounds, 0.083% hits;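 active = percent activation above the mean of all tested compounds plus 3 SD, cut at about 19% in these data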;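 also: higher means more PKAc released from R1A so a rise in polarization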
V-ATPase pHluor – regulators of yeast V-ATPase proton transport; AID 504577; response, % at 10 µM; S. cerevisiae, pHLuorin cytosolic pH fluorescence; 350,000 compounds, 0.37% hits; in the data active = response mostly above about 7.3%, no sharp cut-off; inactive = mostly below about 5.4%; also: actives read high; inactives centre near 0; some compounds called inactive have numbers as strong as hits; reference of the scale not given here
Arr AP2 block – inhibitors of human beta-arrestin and AP2 interaction; 340,000 compounds, 0.31% hits; AID 504490; FITC-arrestin peptide / GST-AP2 beads, flow cytometry; AP2 beta2 appendage carries R879A mutation; inhibition, % at 10 µM;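 active = inhibition above a set limit, near 3 SD of compounds lacking own fluorescence, cut at about 54% in these data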;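 also: plate controls were DMSO wells for no effect and 5 µM unlabelled arrestin peptide for full effect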
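System: GST-AP2 R879A bound to glutathione beads, E. coli-expressed. Also added: 50 nM FITC-arrestin peptide. Schedule: compound with beads 12 min RT, then probe 1 h RT. Signal: bead flow cytometry, FITC channel. Read-out basis: percent response.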
Pemphigus Ab inh – inhibitors of pemphigus antibody binding to human desmoglein-3. P32926. DSG3-coupled beads, scFv-anti-DSG3-GFP binding, flow cytometry; hits give low values. binding (percent of control), % at 10 µM. 310,000 compounds, 0.48% hits;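 active = binding more than 3 SD below its plate's average and above zero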;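 also: hits lower antibody fragment binding to DSG3; some compounds called inactive have numbers as strong as hits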
DAGLB inhibitor – blocks human DAGLB lipase activity | 340,000 compounds, 0.059% hits | HEK293T DAGLB membrane lysate, EnzChek fluorogenic substrate | Q8NCG7 | inhibition, % at 5.17 µM; in the data active = inhibition above about 34%;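 also: 0% = enzyme with vehicle and 100% = wells lacking enzyme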
HTR5A inv ctr – counter-screen for OPRM1-OPRD1 inverse agonists: human HTR5A inverse agonism. P47898. HTR5A cell line, luminescence. inhibition, % at 9.3 µM. 340,000 compounds, 0.083% hits; in the data active = inhibition mostly above about 23%, no sharp cut-off; inactive = mostly below about 18%;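 also: 0% = cells with DMSO and 100% = no-cell wells with DMSO; some compounds called inactive have numbers as strong as hits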
MOR-DOR ag – OPRM1-OPRD1 heterodimerization agonism; P35372+P41143; cells, luminescence; activation, % at 9.3 µM; 340,000 compounds, 0.3% hits; in the data active = activation above about 18%;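 also: 0% = vehicle-treated cells and 100% = reference agonist; values of inactives mirror those of a sister screen read the other way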
PKA-R2B activ – activates the human PKA-R2B holoenzyme complex; P22694+P31323; PKA-R2B holoenzyme dissociation, Cy5-IP20 fluorescence polarization; R2B truncated from residue 108, S112A mutant; 0% DMSO only, 100% 113 µM cGMP; activation, % at 11.4 µM; 340,000 compounds, 0.079% hits; AID 504700;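 active = activation above a cutoff set at the mean over all compounds plus 3 SD, cut at about 18% in these data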;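 also: higher means more holoenzyme dissociation and a rise in polarization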
HTR5A ag ctr – HTR5A agonism, opioid heterodimer counter-screen | P47898 | HTR5A agonist assay, luminescence, cell-based | activation, % at 9.3 µM | 340,000 compounds, 0.61% hits; in the data active = activation mostly above about 9.5%, no sharp cut-off; inactive = mostly below about 7.6%;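 also: 0% = cells with vehicle only and 100% = reference agonist; strong numbers were not always called active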
Active calls of the source: *; / = not tested or not shown.

No.	Molecule	OPRM1-OPRD1 inv	PKA-R1A activ	V-ATPase pHluor	Arr AP2 block	Pemphigus Ab inh
1	O=C(N/N=C/c1cccc(O)c1)c1csc2ccccc12	-11	-7	7	-1	114
2	Cc1ccc(-c2c(C)n([O-])c3c([n+]2=O)CCCC3)o1	0	-9	-7	-4	/
3	Cc1cccc(C)c1NC(=O)[C@@]1(CC(=O)O)CC(/C=C/c2ccccc2)=NO1	8	-3	2	-3	105
4	O=C(NNC(=S)Nc1ccc(Cl)cc1)c1ccccc1	14	-4	-1	5	/
5	CC(C)(C)OC(=O)N1CCCC(C(=O)Nc2cccc(C(=O)NC3CC3)c2)C1 (stereo not drawn)	10	-7	0	-12	97
6	O=C(CN1CCCc2ccccc21)NCc1ccc2c(c1)OCO2	19	-6	-4	4	118
7	O=S(=O)(Nc1cccc2ccccc12)c1cccs1	16	-8	0	-6	102
8	COc1c(Br)cc(Br)cc1C(=O)O	4	6	0	-11	/
9	O=C(CN1C(=O)C(=O)c2ccccc21)OCN1C(=O)c2ccccc2C1=O	30	-2	1	29	98
10	C/C(=N\NC(=O)Cc1c(C)[nH][nH]c1=O)c1cccc(Br)c1	4	-2	-3	5	103
11	O=C(CSc1nnc2ccc(-c3cccnc3)nn12)Nc1cccc(F)c1	-7	-4	-4	15	105
12	Cc1ccc(NCC(=O)c2ccccc2)cc1Cl	-5	-12	3	3	104

No.	DAGLB inhibitor	HTR5A inv ctr	MOR-DOR ag	PKA-R2B activ	HTR5A ag ctr
1	1	13	2.7	-2	1
2	0	8	-0.1	-20	-5
3	0	-8	-1.7	1	2
4	-2	-32	-2.5	-3	1
5	-1	3	-2.2	-7	-1
6	-1	24	-3.7	-9	1
7	0	-5	-3.0	18	2
8	1	10	-0.8	7	-3
9	2	5	-6.0	0	-2
10	-2	-17	-0.7	4	-3
11	0	-11	1.1	1	2
12	0	11	1.0	-3	-1

The listing continues:
No.	Molecule	OPRM1-OPRD1 inv	PKA-R1A activ	V-ATPase pHluor	Arr AP2 block	Pemphigus Ab inh
13	O=C(NCCCn1ccnc1)c1sc2cc([N+](=O)[O-])ccc2c1Cl	/	-3	-1	/	105
14	CN1C(C(=O)NCc2cccc(Br)c2)CC2Cn3c(nc4cc(Cl)c(Cl)cc43)C21 (stereo not drawn)	-4	5	-3	-1	147
15	O=C1CC2(CCN(C(=O)COc3ccc(Cl)cc3)CC2)Oc2ccccc21	-3	0	8	11	97
16	CCn1c(N2CCC(Cc3ccccc3)CC2)nc2c1c(=O)[nH]c(=O)n2C	-16	1	1	-3	91
17	O=C(Nc1ccc2ccccc2c1)c1ccc(Cl)cc1	-7	-2	2	2	112
18	Cc1ccc(C(=O)NCC(=O)N2CCCCCC2)cc1	11	-1	1	-9	/
19	CC12CCC(C(=O)Nc3c(Cl)cccc3Cl)(C(Br)C1=O)C2(C)C (stereo not drawn)	1	-4	-9	-4	74
20	O=C(CSc1nc2cc(C(F)(F)F)ccc2n1Cc1ccccc1)NC1CCS(=O)(=O)C1 (stereo not drawn)	-2	10	0	0	100
21	FC(F)(F)c1cccc(N2CCN(CC3CC=CCC3)CC2)c1 (stereo not drawn)	-38	-11	4	0	101
22	CCn1c2ccccc2c2cc(NC(=O)c3cccc(OC)c3OC)ccc21	-5	-12	3	3	85
23	CCN1CCc2c(OCc3ccc(C)cc3)cccc2C1=O	19	-1	2	-8	105
24	Cc1ccc(NC(=O)CN(C)C(=O)c2ccc(COc3ccccc3)cc2)cc1	12	0	2	15	94

No.	DAGLB inhibitor	HTR5A inv ctr	MOR-DOR ag	PKA-R2B activ	HTR5A ag ctr
13	4	/	/	6	/
14	1	-5	0.8	6	4
15	-3	0	0.5	-3	-4
16	5	19	3.4	-9	0
17	-2	-12	1.4	5	3
18	-1	8	-1.7	-5	-1
19	-3	17	-0.2	-1	-1
20	3	2	0.4	5	2
21	-30	-6	6.7	-2	2
22	-10	-22	0.7	-5	8
23	0	-11	-4.2	-6	4
24	-7	-3	-1.9	6	1

The list goes on:
No.	Molecule	OPRM1-OPRD1 inv	PKA-R1A activ	V-ATPase pHluor	Arr AP2 block	Pemphigus Ab inh
25	COC(=O)[C@H](NCc1ccc(OC)c(B(O)O)c1)C(C)C	21	3	0	3	103
26	N#CC1=C(N)C(C#N)(C#N)C(c2ccncc2)C2CN(C(=O)OCc3ccccc3)CC=C12 (stereo not drawn)	24	5	4	7	108
27	Cc1ccc2c(Cl)c(C(=O)NCC3CCCO3)sc2c1 (stereo not drawn)	13	6	-1	-3	100
28	O=C(Nc1ccc(F)cc1)NC1CCCCC1	-13	-6	-2	26	105
29	Cc1ccc(C)c2[nH]c(=O)c(CN(Cc3ccc4c(c3)OCO4)Cc3nnnn3Cc3ccco3)cc12	4	0	-3	-5	107
30	COC(=O)N/N=C/c1cc(C)n(-c2cccc3ccccc23)c1C	18	-6	1	-5	72
31	C[C@@H]1C[C@H]2[C@@H]3CCC4=CC(=O)C=C[C@]4(C)[C@@]3(F)[C@@H](O)C[C@]2(C)[C@H]1C(=O)CO	-4	6	5	24	94
32	COc1ccc2oc(=O)c(C(=O)NCc3ccc(F)cc3)cc2c1	5	3	2	-9	114
33	COC(=O)[C@H](CC(C)C)NC(=O)NC1CCCc2ccccc21 (stereo partly drawn)	8	-10	-4	1	102
34	CCOc1ccc(-n2c(SCc3cc(=O)oc4cc(C)ccc34)nnc2-c2cccnc2)cc1	13	8	-6	3	114
35	C[C@@H]1CC=C[C@H]2[C@H]1C(=O)N(Cc1ccccc1)[C@H]2c1ccc(F)c(/C=C/c2ccccc2)c1	-13	5	0	3	113
36	CCn1ccnc1CN(C)C(=O)c1ccc(OC2CCN(CCc3ccccc3)CC2)cc1	4	3	2	-3	110

No.	DAGLB inhibitor	HTR5A inv ctr	MOR-DOR ag	PKA-R2B activ	HTR5A ag ctr
25	-2	-39	-4.5	-2	11*
26	9	16	-4.2	-7	0
27	-9	12	-2.4	-4	-4
28	-2	-9	2.1	-7	4
29	2	-2	-0.7	-5	-4
30	1	6	-3.5	1	1
31	1	-28	0.7	5	1
32	-1	-4	-0.9	-5	1
33	2	12	-1.6	-5	-5
34	-2	4	-2.4	8	6
35	-9	11	2.3	-8	-4
36	-1	-19	-0.8	-4	5

Quoted from above, entries 1 to 2
No.	Molecule	OPRM1-OPRD1 inv	PKA-R1A activ	V-ATPase pHluor	Arr AP2 block	Pemphigus Ab inh
1	O=C(N/N=C/c1cccc(O)c1)c1csc2ccccc12	-11	-7	7	-1	114
2	Cc1ccc(-c2c(C)n([O-])c3c([n+]2=O)CCCC3)o1	0	-9	-7	-4	/

No.	DAGLB inhibitor	HTR5A inv ctr	MOR-DOR ag	PKA-R2B activ	HTR5A ag ctr
1	1	13	2.7	-2	1
2	0	8	-0.1	-20	-5

Other entries.
No.	Molecule	OPRM1-OPRD1 inv	PKA-R1A activ	V-ATPase pHluor	Arr AP2 block	Pemphigus Ab inh
37	Cc1cccc(NC(=O)CSCC(=O)Nc2sccc2C#N)c1	6	-6	-5	16	103
38	CS(=O)(=O)c1cccc(-c2nnc(NC(=O)C3=COCCO3)o2)c1	3	-3	4	1	103
39	COC(=O)[C@]1(Cc2ccccc2)N[C@H](CN(C)C(=O)c2ccc(C)cc2)[C@@H]2C(=O)N(Cc3ccccc3)C(=O)[C@@H]21	1	-7	-3	-1	99
40	O=C1[C@@H]2Cc3c([nH]c4ccccc34)C(c3ccccc3)N2C(=O)CN1C1CCN(Cc2ccccc2)CC1 (stereo partly drawn)	-11	-5	3	-2	99
41	Clc1ccc(-c2nnc(-c3ccccc3)c(-c3ccccc3)n2)cc1	14	-18	-1	12	101
42	Cc1cc(C)c2c(N)c(C(=O)c3ccccc3Cl)sc2n1	12	0	5	-9	106
43	CC(C)Sc1nc2sc(-c3ccccc3)cc2c(=O)n1N	9	-6	-3	4	109
44	CC(NC(=O)COC(=O)c1cc([N+](=O)[O-])ccc1N1CCOCC1)c1ccc(F)cc1 (stereo not drawn)	8	-6	2	0	97
45	Cn1c(COc2ccccc2)nnc1SCC(=O)NCc1ccccc1	-6	-1	2	-2	98

No.	DAGLB inhibitor	HTR5A inv ctr	MOR-DOR ag	PKA-R2B activ	HTR5A ag ctr
37	-3	3	-1.0	-8	2
38	0	5	-0.4	5	-2
39	-2	1	-0.3	-9	0
40	2	0	2.3	-1	0
41	-11	-6	-2.7	-13	-2
42	2	1	-2.4	4	-5
43	-2	-7	-1.6	-4	1
44	2	7	-1.1	-4	-3
45	-1	3	0.9	3	-1

Copied from above: nos. 1 to 14
No.	Molecule	OPRM1-OPRD1 inv	PKA-R1A activ	V-ATPase pHluor	Arr AP2 block	Pemphigus Ab inh
1	O=C(N/N=C/c1cccc(O)c1)c1csc2ccccc12	-11	-7	7	-1	114
2	Cc1ccc(-c2c(C)n([O-])c3c([n+]2=O)CCCC3)o1	0	-9	-7	-4	/
3	Cc1cccc(C)c1NC(=O)[C@@]1(CC(=O)O)CC(/C=C/c2ccccc2)=NO1	8	-3	2	-3	105
4	O=C(NNC(=S)Nc1ccc(Cl)cc1)c1ccccc1	14	-4	-1	5	/
5	CC(C)(C)OC(=O)N1CCCC(C(=O)Nc2cccc(C(=O)NC3CC3)c2)C1 (stereo not drawn)	10	-7	0	-12	97
6	O=C(CN1CCCc2ccccc21)NCc1ccc2c(c1)OCO2	19	-6	-4	4	118
7	O=S(=O)(Nc1cccc2ccccc12)c1cccs1	16	-8	0	-6	102
8	COc1c(Br)cc(Br)cc1C(=O)O	4	6	0	-11	/
9	O=C(CN1C(=O)C(=O)c2ccccc21)OCN1C(=O)c2ccccc2C1=O	30	-2	1	29	98
10	C/C(=N\NC(=O)Cc1c(C)[nH][nH]c1=O)c1cccc(Br)c1	4	-2	-3	5	103
11	O=C(CSc1nnc2ccc(-c3cccnc3)nn12)Nc1cccc(F)c1	-7	-4	-4	15	105
12	Cc1ccc(NCC(=O)c2ccccc2)cc1Cl	-5	-12	3	3	104
13	O=C(NCCCn1ccnc1)c1sc2cc([N+](=O)[O-])ccc2c1Cl	/	-3	-1	/	105
14	CN1C(C(=O)NCc2cccc(Br)c2)CC2Cn3c(nc4cc(Cl)c(Cl)cc43)C21 (stereo not drawn)	-4	5	-3	-1	147

No.	DAGLB inhibitor	HTR5A inv ctr	MOR-DOR ag	PKA-R2B activ	HTR5A ag ctr
1	1	13	2.7	-2	1
2	0	8	-0.1	-20	-5
3	0	-8	-1.7	1	2
4	-2	-32	-2.5	-3	1
5	-1	3	-2.2	-7	-1
6	-1	24	-3.7	-9	1
7	0	-5	-3.0	18	2
8	1	10	-0.8	7	-3
9	2	5	-6.0	0	-2
10	-2	-17	-0.7	4	-3
11	0	-11	1.1	1	2
12	0	11	1.0	-3	-1
13	4	/	/	6	/
14	1	-5	0.8	6	4
